Bioassay records as filed in PubChem BioAssay.
Insulin prom up: MIN6 insulin promoter up-regulation | actives 0.3% (n = 190,000) | AID 1625 | z-score at 5 µM | MIN6 insulin promoter-GFP reporter, high-content imaging; active compounds read high;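 active = z-score above 3 at 5 µM with at least 500 cells counted in the well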
Dynein cargo inh: dynein cargo transport inhibition; 3617.4 mouse cells, GR-EGFP nuclear translocation imaging; test concentration mostly 20 µM; stimulated with dexamethasone, 1 µM; active compounds read low; z-score, hits read low; actives 0.47% (n = 220,000); AID 1381;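 active = plate z-score of nuclear minus cytoplasmic receptor signal below a set negative limit, without overly bright fluorescence or cell loss, cut at about -3.5 in these data, passing the limit was not always enough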;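 also: z-score of nuclear minus cytoplasmic ring GR-EGFP intensity difference per well; some compounds called inactive have numbers as strong as hits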
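Buffer or medium – tet-free medium with charcoal-stripped serum · Signal – automated 10x imaging of fixed Hoechst-stained cells · Also added – dexamethasone agonist, 1.0 µM final, for 30 min · Incubation – induction 48 h, compound 1 h, agonist 30 min · Read-out – GR-EGFP nuclear translocation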
Lipid droplet: hepatic lipid droplet formation modulation; actives 0.4% (n = 240,000); AML12 mouse hepatocytes, oleate lipid droplets, BODIPY imaging; inhibition, % at 6.5 µM; AID 1656;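 active = lipid droplet intensity inhibited by at least 50%, with more than 500 cells counted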
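Material – AML12 mouse liver cells · Also added – oleate loading, 100 µM · Compound dosing – 6.5 µM single-point dosing · Times – overnight treatment with compound plus oleate · Measured by – fluorescence imaging, 20x objective, two fields per well · Read-out – percent inhibition of filter-corrected integrated lipid droplet intensity per well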
MT stabilizer: stabilizes microtubules in HeLa cells; HeLa tubulin immunostaining HCS, 24 h; share of cells brighter than vehicle mean+2SD; % tubulin-high responders, % at 10 µM; actives 0.83% (n = 200,000); AID 2205;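 active = plate Z-score above 3 for both tubulin-high and condensed-nucleus cell shares, with cell loss under 80%, at 10 µM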;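 also: anti alpha tubulin signal scored within the nucleus-defined area of each cell; some results filed as inactive read as strong as hits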
P. falciparum M17LAP: P. falciparum M17LAP inhibitors, primary screen, biochemical, fluorogenic H-Leu-NHMec substrate, 1536-well (AID 1619); one-dose inhibition, % at 30 µM; IC50 in µM for titrated hits; recombinant M17LAP, H-Leu-NHMec fluorogenic kinetic assay; higher % means a stronger effect; actives 0.38% (n = 220,000);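 active = compound inhibiting the enzyme by more than half at any dose during confirmatory dose-response retesting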;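 also: plate controls were full reaction with DMSO carrier for no effect and no enzyme background for full effect; strong numbers were not always called active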
Yfh1-depleted yeast: enhancers of respiration in Yfh1-depleted yeast, dose response, Friedreich's ataxia, plus single-dose screen (AID 1465); actives 0.074% (n = 220,000); fold induction at 50 µM, or EC50 in µM where a hit was titrated; S. cerevisiae Yfh1-off respiration, WST-1 reduction, 72 h; higher fold induction means a stronger effect;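 active = fold induction of absorbance versus untreated yeast above a set limit, then at least 30% activation at any dose in follow-up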;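 also: activators that raise dye reduction in frataxin-depleted yeast; strong numbers were not always called active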
Autophagy mod: alters autophagy in cells. AID 463193. MEF GFP-LC3 puncta imaging; test concentration mostly 10 µM. calls only at 10 µM (by protocol). actives 0.98% (n = 190,000);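 active = percentage of spot-positive cells more than 3 SD above its plate mean, without a fluorescence outlier flag or 80% toxicity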;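 also: spot-positive cell cutoff set from DMSO-treated cells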
CSM14.1 death rescue: protection against thapsigargin-triggered cell killing – 384-well, CSM14.1, ATP luminescence, primary screen (AID 1222); 190,000 tested, under 10 active; cellular ATP content (survival), % at 20 µM; hits with a dose series show EC50 in µM; CSM14.1 thapsigargin-induced death rescue, ATP luminescence; higher % means a stronger effect;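 active = EC50 below 50 µM in the dose-response confirmation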;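 also: death triggered by thapsigargin at about 15 µM added after 2 h compound pretreatment; cell ATP read after overnight thapsigargin exposure of roughly 18 to 22 hours; normalized against plate controls of thapsigargin alone and 5% DMSO vehicle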
P. falciparum M1AAP: malaria alanyl aminopeptidase activity blockers – biochemical, fluorogenic H-Leu-NHMec substrate, 1536-well (AID 1445); actives 0.42% (n = 220,000); inhibition, % at 30 µM; hits with a dose series show IC50 in µM; recombinant M1AAP, H-Leu-NHMec fluorogenic kinetic assay; higher % means a stronger effect;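 active = primary inhibition above the hit cutoff, then over 50% inhibition at one or more dose response concentrations, cut at about 23% in these data, passing the limit was not always enough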;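 also: plate controls were DMSO full reaction for no effect and no enzyme background for full effect; strong numbers were not always called active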
Dynein cargo inh cytoplasmic EGFP: further read-out of Dynein cargo inh, marked with its call; z-score; measured here: cytoplasmic GR-EGFP intensity; active compounds read high
Dynein cargo inh nuclear GR-EGFP: recorded beside Dynein cargo inh, whose call it bears; z-score; measured here: nuclear GR-EGFP intensity;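 lower value marks the stronger effect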
Dynein cargo inh cell count: also measured in Dynein cargo inh; calls as there; z-score; measured here: cell count per field
Insulin prom up cell count: second read-out of Insulin prom up, no call of its own (marks repeat the call); cell count; measured here: cytotoxicity, nuclei count;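 total cells summed across four imaged fields per well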
Lipid droplet cells 6.5 µM: also measured in Lipid droplet; calls as there; cell count; measured here: cell count, cytotoxicity flag;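 cells counted across two imaged fields per well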
MT stabilizer Hoechst-high %: recorded beside MT stabilizer, whose call it bears; % Hoechst-high responders; measured here: nuclear condensation Hoechst responders;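 share of cells brighter than vehicle mean plus two SD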
MT stabilizer cytotoxicity %: second read-out of MT stabilizer, no call of its own (marks repeat the call); toxicity, %; measured here: cytotoxicity by cell density;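 0% = mean cell density of plate MIN control wells and 100% = no cells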
Autophagy mod cell loss 18 h: also measured in Autophagy mod; calls as there; toxicity, %; measured here: cell loss, nuclei count;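 cell loss after 18 h compound exposure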
* hit, by the source's call; i = inactive; . = no result given.

SMILES	Insulin prom up	Insulin prom up cell count	Dynein cargo inh	Dynein cargo inh cytoplasmic EGFP	Dynein cargo inh nuclear GR-EGFP	Dynein cargo inh cell count	Lipid droplet	Lipid droplet cells 6.5 µM	MT stabilizer	MT stabilizer Hoechst-high %	MT stabilizer cytotoxicity %	P. falciparum M17LAP	Yfh1-depleted yeast	Autophagy mod	Autophagy mod cell loss 18 h	CSM14.1 death rescue	P. falciparum M1AAP
CCCCCOc1ccc(NC(=O)C2OC3OC(C)(C)OC3C3OC(C)(C)OC23)cc1 (centres undefined)	-0.46	1477	-0.67	-0.073	-0.61	0.88	13	621	3.1	2.7	3.9	-27%	i	i	4	1.2%	2%
O=C(O)CCN1C(=O)/C(=C\c2ccncc2)SC1=S	0.72	1658	2.1	-0.22	0.8	-1.9	6	599	3.2	2.1	8.2	12%	i	i	-8	-1.7%	16%
CCC(C)NC(=O)N[C@@H](CCSC)C(=O)O (some centres undefined)	0.05	1460	-0.89	-0.22	-0.3	1.2	.	.	3.3	4.1	5.0	3%	i	i	-6	-0.6%	-7%
COc1ccc(CN(CCC(c2ccccc2)c2ccco2)C(=O)c2ccco2)cc1 (centres undefined)	0.13	1573	-1.1	-0.14	-0.32	0.21	-13	665	4.0	2.5	11	24%	i	i	3	11%	17%
Cn1c(=O)[nH]c(=O)c2c1nc(N1CCc3ccccc3C1)n2CCSc1nc2ccccc2s1	.	.	-0.28	-0.25	0.13	-0.6	-7	549	1.6	2.2	8.0	-5%	i	i	-3	.	10%
O=C1C2CC=C(Cl)CC2C(=O)N1CCc1ccccc1 (centres undefined)	.	.	-0.67	0.23	-0.33	0.63	-2	726	1.9	2.0	6.6	52%	i	i	15	-1.7%	0%
Cc1[nH]c2ccccc2c1C(=O)CSC(=S)N(C)C	0.12	1450	-0.12	-0.23	0.083	0.11	11	739	3.4	1.8	4.0	21%	i	i	-6	2.9%	2%
COc1cc2ccccc2cc1C(=O)O	-0.36	848	-0.92	0.28	-0.42	1.1	6	782	1.5	1.6	10	-3%	i	i	-1	5.4%	4%
Cc1ccc(C(=O)NC(NCc2ccccc2)C(Cl)(Cl)Cl)cc1 (centres undefined)	-0.56	965	-0.24	-0.26	-0.45	0.38	-3	749	4.4	2.3	7.0	5%	i	i	1	-2.7%	-1%
O=C(NC1CCCCC1)Oc1cc2oc(=O)sc2cc1Br	-0.3	915	-0.82	-0.16	0.026	1	-22	708	.	.	.	8%	i	.	.	.	1%
O=[N+]([O-])c1cccn2cc(-c3ccc(Br)cc3)nc12	-0.03	1328	-0.98	-0.29	-0.51	0.54	-2	720	4.4	2.7	0.8	-3%	i	i	15	0.4%	-1%
CC(C)COc1ccc(C(=O)CCN2CCCCC2)cc1	-1.3	1056	-1.8	0.37	-0.72	0.4	.	.	2.8	1.1	6.9	4%	i	i	-66	-2.9%	7%
CCN1C(=O)C(CC(=O)NCCc2ccccc2)N(NC(=O)c2cccnc2)C1=S (centres undefined)	-0.44	1260	0.037	-0.32	-0.2	0.55	-2	789	2.1	2.3	5.8	-2%	i	i	4	-0.1%	3%
O=C(CS(=O)(=O)c1c[nH]c2ccccc12)N1CCCCCC1	-0.27	1250	-0.58	-0.22	-0.35	1.6	-21	703	2.3	2.8	6.8	9%	i	i	11	0.6%	6%
Cc1ccc(-n2nc(CC#N)c(C#N)c2N)cc1	-0.54	1448	-0.56	-0.17	-0.28	0.12	-4	624	5.5	1.9	6.5	-6%	i	i	4	-1.2%	2%
O=C(COC(=O)C1CCCCC1)Nc1ccc(S(=O)(=O)N2CCOCC2)cc1	-1.2	1263	1.5	-0.15	0.79	-0.69	-6	710	1.8	2.1	6.2	5%	i	i	-5	.	3%
C=CCNC(=S)NC1CC(C)(C)NC(C)(C)C1	-0.15	1334	-0.16	-0.11	0.022	0.55	-2	646	4.2	2.1	5.1	17%	i	i	-1	-2.0%	6%
CCOc1ncccc1C(=O)OCC(=O)Nc1cc(S(=O)(=O)N2CCOCC2)ccc1C	0.47	1146	2	-0.14	1.3	-1.9	4	692	3.9	1.4	0.7	9%	i	i	9	-1.8%	-3%
CCN(CC)C(=O)CN(c1ccc2c(c1)OCO2)S(C)(=O)=O	.	.	-0.36	-0.38	-0.1	0.79	-9	788	0.9	0.8	2.6	-6%	i	i	4	-3.0%	1%
O=C(OCn1nnc2ccccc2c1=O)c1cn(-c2ccccc2)nc1-c1cccnc1	1.1	1207	3	-0.023	1.5	-2.1	.	.	1.4	1.5	4.7	11%	i	i	2	0.4%	6%
CCOC(=O)c1c(C)oc2c1c(C(c1ccncc1)N1CCOCC1)c(O)c1ccccc12 (centres undefined)	.	.	-3.5*	0.18*	-1.4*	0.12*	8	706	5.2	1.4	7.8	1%	i	i	-8	.	20%
Cc1ccc(-c2nnc(Nc3ccc(CC(N)=O)cc3)c3ccccc23)cc1	0	1542	0.68	0.88	0.74	-0.61	.	.	1.7	1.8	7.2	21%	i	i	-1	-2.8%	-5%
COc1ccc(CNC(=O)c2cc(-c3ccccc3O)n[nH]2)cc1	0.2	1115	0.28	-0.19	0.51	-0.31	-12	731	5.0	1.9	6.5	13%	i	i	-15	-4.9%	5%
COc1ccc(-c2cnn3c4c(c(C)nc23)CCN4C2CCCC2)cc1OC	-4.7	889	.	.	.	.	-3	656	0.7	2.3	7.4	2%	i	i	10	-1.3%	9%
CCOC(=O)C1CCN(CC(=O)NC(=O)NC2CCCCC2)CC1	-0.2	1343	0.83	-0.37	-0.041	-0.4	5	732	2.9	3.5	3.5	0%	i	i	0	-1.4%	0%
The results go on:
SMILES	Insulin prom up	Insulin prom up cell count	Dynein cargo inh	Dynein cargo inh cytoplasmic EGFP	Dynein cargo inh nuclear GR-EGFP	Dynein cargo inh cell count	Lipid droplet	Lipid droplet cells 6.5 µM	MT stabilizer	MT stabilizer Hoechst-high %	MT stabilizer cytotoxicity %	P. falciparum M17LAP	Yfh1-depleted yeast	Autophagy mod	Autophagy mod cell loss 18 h	CSM14.1 death rescue	P. falciparum M1AAP
COCCNC(=S)Nc1ccccn1	0.15	1500	-0.37	-0.27	-0.098	-0.29	2	654	3.3	1.5	7.9	-6%	i	i	-20	3.0%	4%
COc1ccc(C2CC(C(F)(F)F)n3ncc(C(=O)Nc4cccc(O)c4)c3N2)cc1OC (centres undefined)	1.3	1289	0.48	-0.12	-0.2	0.2	.	.	2.7	4.2	16	9%	i	i	34	-0.7%	-11%
Cc1ccc(-c2nnc(N3CCN(C(=O)CN4C(=O)c5ccccc5C4=O)CC3)c3ccccc23)cc1	.	.	-0.31	-0.19	0.35	-0.089	.	.	0.8	1.3	25	.	i	i	-1	.	.
C=CCNc1ncnc2c1ncn2C1OC(CO)C(O)C1O (centres undefined)	-0.54	1150	-0.38	-0.14	-0.19	1.3	.	.	3.0	5.2	3.1	2%	i	i	18	0.0%	-2%
CCOc1nc(-c2ccc(OC)cc2)ccc1-c1noc(-c2cc(OC)c(OC)c(OC)c2)n1	-1.2	544	2.7	-0.032	1.7	-1.3	.	.	9.0	4.0	10	-13%	i	i	-6	-1.0%	-1%
Cc1ccc(NC(=O)c2ccc(CN3CCc4ccccc4C3)cc2)cc1	-0.39	1341	0.17	-0.065	0.43	-0.47	.	.	1.7	1.5	1.6	-1%	.	i	-10	-2.1%	2%
CC(C)[C@H](NC(=O)c1ccco1)C(=O)OCC(=O)NC12CC3CC(CC(C3)C1)C2	-0.36	1131	-1.1	-0.2	-0.73	1	-1	726	1.6	2.4	5.5	9%	i	i	-12	-0.3%	2%
O=C(c1ccncc1)N1c2ccccc2Sc2ccccc21	-0.61	1143	-0.18	-0.056	-0.15	-1.5	10	629	2.9	3.1	4.9	9%	i	i	6	-1.8%	11%
COc1ccc(F)cc1S(=O)(=O)Nc1ccc(C)cc1	.	.	0.96	-0.31	0.36	-0.48	-13	754	5.1	2.1	8.2	6%	i	i	9	-1.6%	-1%
O=C(COc1ccccc1)Nc1ccc2c(c1)Cc1cc(NC(=O)COc3ccccc3)ccc1-2	-0.03	1572	-0.38	-0.27	-0.22	0.4	4	618	5.3	2.5	8.5	-1%	i	i	11	-2.3%	9%
CC(=O)N1C(=O)C2(C(C#N)=C(N)Oc3cc(C)oc(=O)c32)c2ccccc21 (centres undefined)	-0.14	1173	-0.0044	-0.22	0.32	0.87	-15	688	2.4	2.2	4.2	4%	i	i	3	.	1%
COc1ccc(N2Cc3ccccc3C2)cc1Cl	0.28	1832	-1.9	-0.15	-0.99	0.38	-1	650	5.5	2.1	9.5	11%	i	.	.	.	10%

Shown as comma-separated lines: three of the compounds above
smiles,Insulin prom up,Insulin prom up cell count,Dynein cargo inh,Dynein cargo inh cytoplasmic EGFP,Dynein cargo inh nuclear GR-EGFP,Dynein cargo inh cell count,Lipid droplet,Lipid droplet cells 6.5 µM,MT stabilizer,MT stabilizer Hoechst-high %,MT stabilizer cytotoxicity %,P. falciparum M17LAP,Yfh1-depleted yeast,Autophagy mod,Autophagy mod cell loss 18 h,CSM14.1 death rescue,P. falciparum M1AAP
CC(C)[C@H](NC(=O)c1ccco1)C(=O)OCC(=O)NC12CC3CC(CC(C3)C1)C2,-0.36,1131,-1.1,-0.2,-0.73,1,-1,726,1.6,2.4,5.5,9%,i,i,-12,-0.3%,2%
O=C(c1ccncc1)N1c2ccccc2Sc2ccccc21,-0.61,1143,-0.18,-0.056,-0.15,-1.5,10,629,2.9,3.1,4.9,9%,i,i,6,-1.8%,11%
COc1ccc(F)cc1S(=O)(=O)Nc1ccc(C)cc1,.,.,0.96,-0.31,0.36,-0.48,-13,754,5.1,2.1,8.2,6%,i,i,9,-1.6%,-1%

Not a hit list (roughly 3.5% active in at least one column).
